Compound activity (PubChem)
FBW7 activator = human FBW7 E3 ligase activation, primary screen | normalized activity (activation), % at 26.1 µM | AlphaScreen FBW7–phospho-cyclin E peptide binding, activator screen | actives 0.13% (n = 650,000); in the data active = normalized activity above about 1.9%;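 note: purified mutant Fbw7 with reduced substrate affinity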
MITF primary = inhibitors of human MITF | O75030 | AlphaScreen MITF homodimerization, bead proximity signal | inhibition, % at 2.6 µM | actives 0.91% (n = 650,000) | AID 1259374; in the data active = inhibition above about 50%;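 note: 0% = vehicle wells with protein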
Target sequence (O75030 whole entry, looked up): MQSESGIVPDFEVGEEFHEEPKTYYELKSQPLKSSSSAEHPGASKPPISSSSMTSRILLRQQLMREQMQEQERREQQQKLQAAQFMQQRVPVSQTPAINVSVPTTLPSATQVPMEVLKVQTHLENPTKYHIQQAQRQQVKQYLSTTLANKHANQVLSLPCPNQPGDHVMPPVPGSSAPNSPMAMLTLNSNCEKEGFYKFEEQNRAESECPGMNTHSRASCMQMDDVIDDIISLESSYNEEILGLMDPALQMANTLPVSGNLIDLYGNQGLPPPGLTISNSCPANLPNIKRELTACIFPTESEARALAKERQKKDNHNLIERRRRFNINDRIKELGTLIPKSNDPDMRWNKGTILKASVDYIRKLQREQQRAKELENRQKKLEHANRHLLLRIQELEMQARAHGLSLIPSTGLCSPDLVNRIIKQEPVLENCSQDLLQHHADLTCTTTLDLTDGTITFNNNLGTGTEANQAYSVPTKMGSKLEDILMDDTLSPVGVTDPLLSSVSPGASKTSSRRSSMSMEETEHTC
GPR151 ag = human GPR151 activation | Q8TDV0 | PathHunter beta-arrestin GPR151 cells, luminescence | activation, % at 11.2 µM | actives 1% (n = 650,000) | AID 1508602; in the data active = activation above about 4.9%;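 note: 0% = median of compound wells and 100% = cells with positive control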
Target sequence (Q8TDV0 whole entry, looked up): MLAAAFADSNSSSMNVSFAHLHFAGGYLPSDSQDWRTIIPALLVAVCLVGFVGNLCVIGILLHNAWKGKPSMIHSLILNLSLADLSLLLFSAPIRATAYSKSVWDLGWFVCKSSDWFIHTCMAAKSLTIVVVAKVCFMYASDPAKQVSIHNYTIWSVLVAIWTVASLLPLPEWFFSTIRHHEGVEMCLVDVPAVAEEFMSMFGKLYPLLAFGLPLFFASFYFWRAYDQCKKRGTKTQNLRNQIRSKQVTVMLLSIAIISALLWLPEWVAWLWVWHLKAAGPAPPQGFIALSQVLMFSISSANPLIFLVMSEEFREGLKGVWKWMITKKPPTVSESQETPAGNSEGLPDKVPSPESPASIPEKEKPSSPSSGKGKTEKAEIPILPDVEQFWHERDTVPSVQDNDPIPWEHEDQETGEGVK
TEAD-YAP inh = TEAD-YAP interaction inhibition; AID 1259422; inhibition, % at 9.12 µM; HEK-TIYL cells, TEAD-Gal4/YAP UAS-luciferase luminescence; actives 1.4% (n = 640,000); in the data active = inhibition above about 32%;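 note: 0% = median of test compound wells and 100% = reference inhibitor wells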
The depositor's hits bear a star; · = not tested or not shown; & = joins results of further samples. Not a hit list. Share with any hit: about 3.4%.

Results follow in this order: MITF primary, TEAD-YAP inh, GPR151 ag, FBW7 activator
1) CCCCN=Cc1c(O)n(-c2ccccc2C)c(=O)[nH]c1=O
  -4&-42, 3&8, 1.3&0.2, 0.0&-0.1
2) O=c1sc2c(s1)SC1c3ccccc3CC1S2 (configuration not stated)
  -10, -2, -0.6, 0.0
3) CCCn1c(N2CCCCC2)nc2c1c(=O)n(C)c(=O)n2C
  -3, 2, -0.9, -0.3
4) O=C(Cc1cccc2ccccc12)NCCNC(=O)Cc1cccc2ccccc12
  2, 14, -0.5, 0.0
5) O=C(NCc1ccc(Cl)c(Cl)c1)c1ccc2c(=O)n(Cc3ccc4c(c3)OCO4)c(=S)[nH]c2c1
  13, -11, 1.1, 0.2
6) Cc1ccccc1NC(=O)CSc1ccccc1
  14, 4, 0.4, 0.1
7) CSCC(=O)NCc1c(C)ncc2c1CCN(C(=O)/C=C/c1cccc(F)c1F)C2
  8, 5, 0.6, 0.1
8) NC(=O)c1c(NC(=O)c2ccccc2Cl)sc2c1CCC2
  14, -34, -0.8, 0.0
9) CN(c1ncnc2sc3c(c12)CCCC3)C1CCCCC1
  0, -17, -1.0, -0.3
10) Cc1ccc(NCCNC(=O)c2ccc(F)cc2F)nn1
  14, 6, 0.5, 0.0

The listing continues:
Results follow in this order: MITF primary, TEAD-YAP inh, GPR151 ag, FBW7 activator
11) CCC(C)(C)NC(=O)C(c1ccncc1)N(C(=O)c1csnn1)c1ccc(Cl)cc1 (configuration not stated)
  11, -7, 1.5, 0.2
12) N#C/C(=C1\NC(=O)CS1)C(CC(=O)c1cccs1)c1ccc(F)cc1 (configuration not stated)
  -4, -5, 0.1, -0.1
13) COc1cc2nc(Nc3nc4ccccc4n3C)nc(NC3CC3)c2cc1OC
  19, 11, -1.2, 3.6*
14) COC(=O)CNc1ccc(C(=O)O)cc1
  -14, 15, -1.1, -0.2
15) COc1cc2c(cc1OC)n(CC(=O)NC1CCCCC1C)n1c(C)cc(=O)nc21 (configuration not stated)
  -3, -1, 0.6, 0.6
16) COc1cccc(CN(CCN(C)C)C(=O)[C@H](N)Cc2ccc(-c3cn[nH]c3)cc2)c1
  -3, -5, -0.9, 0.1
17) O=C(CSc1ncnc2c1oc1ccccc12)c1ccccc1
  1, -9, 1.6, 0.1
18) COc1ccccc1NC(=O)CSc1nc2ncnc(N)c2[nH]1
  6, -15, -0.1, 0.0
19) CCOC(=O)c1c(NC(=O)C2CC=CCC2C(=O)O)sc2c1CCC(C)C2 (configuration not stated)
  23, -9, 0.2, 0.0
20) O=C1c2ccccc2C(=O)N1SC1CCCCC1
  9, 26, 1.0, 0.3

Additional compounds.
Results follow in this order: MITF primary, TEAD-YAP inh, GPR151 ag, FBW7 activator
21) Fc1ccccc1-c1nc(N2CCN(Cc3ccccc3)CC2)c2ccccc2n1
  4, 2, 0.1, -0.1
22) O=C(CSCc1ccc(Cl)cc1)N/N=C/c1ccccc1
  8, -1, 0.7, 0.0
23) CC1CCCN(C(=O)CCNC(=O)Cn2ccc3ccccc3c2=O)C1 (configuration not stated)
  -2, 4, -0.6, 0.0
24) Cc1ccc(Nc2nc(N3CCOCC3)nc3nccnc23)cc1Cl
  0, 1, -0.6, 0.2
25) CC(=O)c1ccc(NC(=O)Cc2ccc(F)cc2)cc1
  16, -43, -0.1, 0.5
26) CCN(CC)CCn1c(=N)n(CC(O)c2ccc(OC)c(OC)c2)c2ccccc21 (configuration not stated)
  2, -6, 0.8, -0.1
27) C=CCn1c2ccccc2c2nnc(SCc3[nH]c(=O)[nH]c3C(=O)CCCCC(=O)OCC)nc21
  10, 0, 9.3*, 0.1
28) N#Cc1nc(COc2ccc(F)cc2)oc1NCCc1ccccc1
  5, -7, 2.3, 0.3
29) O=C(CNC(=S)NC(=O)c1ccccc1Cl)c1ccccc1
  -6, 3, -1.3, 0.0
30) COCCN1CCN(C(=O)CC2C(=O)NCCN2Cc2ccc(OC)c(OC)c2)CC1 (configuration not stated)
  3, 3, 2.1, 0.0

(more compounds)
Results follow in this order: MITF primary, TEAD-YAP inh, GPR151 ag, FBW7 activator
31) COc1ccc(CCNC(=O)C2(NC(=O)Nc3ccccc3)CCCCC2)cc1OC
  8, 0, 0.8, 0.0
32) COc1cc(/C=C2/C(=N)N3N=C(C)SC3=NC2=O)cc(Cl)c1OCCOc1ccccc1Cl
  11, 1, 0.4, 0.9
33) O=C1c2ccccc2C(=O)N1c1nncs1
  13, -1, 0.1, 0.9
34) CN(C(=O)c1ccc2c(c1)OCO2)C1(C(=O)NC2CCCCC2)CCCCC1
  1, 7, -0.1, -0.1
35) COc1ccc(C2C(C(=O)c3cccs3)=C(O)C(=O)N2CCCN2CCOCC2)cc1OC (configuration not stated)
  -5, 6, -0.1, 0.0
36) O=C1/C(=C\c2ccc(F)cc2)S(=O)(=O)C(c2ccc(Cl)cc2)N1c1ccc(Cl)cc1 (configuration not stated)
  17, 5, -1.3, 0.7
37) O=C(Nc1ccnn1C1CCN(Cc2ccccc2)CC1)C1CCCC1
  1, 9, 2.7, 0.0
38) Cc1cc(=O)n2c(-c3cccc(NC(=O)C4CCCO4)c3)csc2n1 (configuration not stated)
  -8, -1, -0.3, 0.0
39) O=C(O)c1c[nH]c(=S)n1-c1ccccc1
  20, 10, -0.3, 0.3
40) N#Cc1ccc(-c2ccccc2)nc1SCC(N)=O
  12, -20, -1.3, 0.2

Continued:
Results follow in this order: MITF primary, TEAD-YAP inh, GPR151 ag, FBW7 activator
41) COc1cccn2c(C(=O)N(C)CC3OCCO3)c(C(F)(F)F)nc12
  23, 8, 0.7, 0.2
42) CCOC(=O)N1CCN(S(=O)(=O)c2ccc(C(=O)Nc3sc4c(c3C(N)=O)CCC(C)C4)cc2)CC1 (configuration not stated)
  0, 0, 2.4, 0.2
43) COc1ccc(/C=C(/C(=O)NCc2cccnc2)c2ccccc2)cc1
  2, 9, 0.5, 0.1
44) CCOC(=O)C1=C(N)N(c2ccccc2)C2=C(C(=O)CC(C)(C)C2)C1c1cc(OC)c(OC)c(OC)c1 (configuration not stated)
  14, 7, 0.0, 1.4
45) CCCCCNS(=O)(=O)c1ccccc1S(=O)(=O)NCCCCC
  1, 15, 1.9, 0.3
46) Cc1ccc(C(=O)N2CCN(c3nc(-c4ccccc4)c4cc(Br)ccc4n3)CC2)cc1
  10, -5, -1.3, -0.1
47) CC1(C)S[C@@H]2C(N3C(=O)[C@@H](c4ccccc4)NC3(C)C)C(=O)N2[C@H]1C(=O)O (some centres not stated)
  -6, -4, -1.2, -0.1
48) O=C1CSC(c2ccccc2F)N1c1ccc(F)cc1F (configuration not stated)
  10, 11, -0.4, -0.2
49) O=C1CC2(CCCC2)CC(=O)N1CCCCNCC1COc2ccccc2O1 (configuration not stated)
  3, ·, 0.8, 0.0
50) COc1cc(/C=C2\C(=O)NC(=O)N(c3ccc(Cl)cc3)C2=O)cc(Cl)c1OC
  6, 5, 2.4, 0.0

Arranged by number of heavy atoms (lowest first): part of the list above
Results follow in this order: MITF primary, TEAD-YAP inh, GPR151 ag, FBW7 activator
39) O=C(O)c1c[nH]c(=S)n1-c1ccccc1
  20, 10, -0.3, 0.3
33) O=C1c2ccccc2C(=O)N1c1nncs1
  13, -1, 0.1, 0.9
40) N#Cc1ccc(-c2ccccc2)nc1SCC(N)=O
  12, -20, -1.3, 0.2
48) O=C1CSC(c2ccccc2F)N1c1ccc(F)cc1F (configuration not stated)
  10, 11, -0.4, -0.2
29) O=C(CNC(=S)NC(=O)c1ccccc1Cl)c1ccccc1
  -6, 3, -1.3, 0.0
45) CCCCCNS(=O)(=O)c1ccccc1S(=O)(=O)NCCCCC
  1, 15, 1.9, 0.3
28) N#Cc1nc(COc2ccc(F)cc2)oc1NCCc1ccccc1
  5, -7, 2.3, 0.3
43) COc1ccc(/C=C(/C(=O)NCc2cccnc2)c2ccccc2)cc1
  2, 9, 0.5, 0.1
47) CC1(C)S[C@@H]2C(N3C(=O)[C@@H](c4ccccc4)NC3(C)C)C(=O)N2[C@H]1C(=O)O (some centres not stated)
  -6, -4, -1.2, -0.1
50) COc1cc(/C=C2\C(=O)NC(=O)N(c3ccc(Cl)cc3)C2=O)cc(Cl)c1OC
  6, 5, 2.4, 0.0
36) O=C1/C(=C\c2ccc(F)cc2)S(=O)(=O)C(c2ccc(Cl)cc2)N1c1ccc(Cl)cc1 (configuration not stated)
  17, 5, -1.3, 0.7
31) COc1ccc(CCNC(=O)C2(NC(=O)Nc3ccccc3)CCCCC2)cc1OC
  8, 0, 0.8, 0.0
46) Cc1ccc(C(=O)N2CCN(c3nc(-c4ccccc4)c4cc(Br)ccc4n3)CC2)cc1
  10, -5, -1.3, -0.1
35) COc1ccc(C2C(C(=O)c3cccs3)=C(O)C(=O)N2CCCN2CCOCC2)cc1OC (configuration not stated)
  -5, 6, -0.1, 0.0
42) CCOC(=O)N1CCN(S(=O)(=O)c2ccc(C(=O)Nc3sc4c(c3C(N)=O)CCC(C)C4)cc2)CC1 (configuration not stated)
  0, 0, 2.4, 0.2
44) CCOC(=O)C1=C(N)N(c2ccccc2)C2=C(C(=O)CC(C)(C)C2)C1c1cc(OC)c(OC)c(OC)c1 (configuration not stated)
  14, 7, 0.0, 1.4

One compound at a time, as listed above.
Shown for `O=C1CSC(c2ccccc2F)N1c1ccc(F)cc1F` (configuration not stated) → MITF primary = 10; TEAD-YAP inh = 11; GPR151 ag = -0.4; FBW7 activator = -0.2
Shown for `COc1cccn2c(C(=O)N(C)CC3OCCO3)c(C(F)(F)F)nc12` → MITF primary = 23; TEAD-YAP inh = 8; GPR151 ag = 0.7; FBW7 activator = 0.2

(list continues)
Results follow in this order: MITF primary, TEAD-YAP inh, GPR151 ag, FBW7 activator
51) C=CCOc1c(/C=N/n2c(N)nc(C(F)(F)F)cc2=O)ccc2ccccc12
  -3, -10, -1.6, 0.1
52) COc1ccccc1NC(=S)N(Cc1ccccc1Cl)C1CCCC1
  -1, 2, 0.3, 0.1
53) Cc1ccccc1S(=O)(=O)NCc1ccc(N2CCN(C)CC2)cc1
  -1, -16, -0.2, -0.2
54) Cn1cc(CN2CCC(n3nccc3NC(=O)Nc3cccc(F)c3)CC2)cn1
  1, -6, -0.9, 0.1
55) O=C(NCc1ccc2c(c1)OCO2)c1cccc(S(=O)(=O)N2CCCCC2)c1
  -1, -3, -2.1, 0.2
56) COc1cccc(/C=N/NC(=O)COc2ccccc2)c1O
  -5, 2, -0.9, -0.9
57) C/C(=N\NC(=O)C1COc2ccccc2O1)c1cc(F)ccc1O (configuration not stated)
  1, 1, -1.6, -0.4
58) Cc1ccc(N=C(NO)c2nonc2N)cc1
  -15, -24, -0.5, 0.2
59) CC(C)N(C(=O)Cn1c(SCC(=O)NC2CCCC2)nc2ccccc21)C(C)C
  5, 4, 0.9, 0.0
60) COc1cc(C(=O)O)cc(Br)c1OC1CCCC1
  -8, -6, -1.9, -0.1

(more compounds)
Results follow in this order: MITF primary, TEAD-YAP inh, GPR151 ag, FBW7 activator
61) CCOP(=O)(OCC)c1nc(-c2ccc(Cl)cc2Cl)oc1N1CCOCC1
  3, 1, 0.5, -0.1
62) COc1ccc(/C=C/CN2CCN(Cc3ccccc3F)C(CCO)C2)cc1 (configuration not stated)
  -2, -9, 1.3, 0.0
63) CC1CCCCN1CCNC(=O)c1ccc2nc(N3CCOCC3)sc2c1 (configuration not stated)
  -3, 1, 2.3, 0.7
64) CN(C)CCNC(=O)c1cccc(CN(C(=O)c2nc3ccc(-c4cn[nH]c4)cc3s2)C2CC2)c1
  13, 13, -1.9, 0.7
65) CC(C)CCCC(C)NC(=O)c1ccccc1[N+](=O)[O-] (configuration not stated)
  3, 1, 0.0, 0.0
66) CC(C)C[C@H](NC(=O)CCC1(Cc2ccc(Cl)cc2)CCC(=O)N1)C(N)=O (some centres not stated)
  8, 10, -0.7, 0.2
67) COc1ccc(N2C(=O)CN(C(=O)c3ccc(OC)o3)CC23CCCC3)cc1
  8, 8, 0.4, 0.1
68) CCNc1cc(C)nc(N2CCN(S(=O)(=O)c3cc(OC)c(C)cc3C)CC2)n1
  11, 2, -0.5, 0.2
69) Cc1ccc(C)c2c(N)c3c(nc12)CCCC3
  17, 16, 0.9, 1.4
70) O=C(N/N=C/c1ccc(Br)cc1)NC12CC3CC(CC(C3)C1)C2
  -12, 1, -1.3, 0.0

Further entries follow:
Results follow in this order: MITF primary, TEAD-YAP inh, GPR151 ag, FBW7 activator
71) Cc1ccc(NC(=O)c2cc3c(=O)oc4ccccc4c3s2)c(Br)c1
  6, -1, 0.4, 0.0
72) O=C(Nc1nc2ccccc2[nH]1)c1ccc([N+](=O)[O-])cc1Cl
  3, 18, -6.2, 0.1
73) Cc1n[nH]c(C)c1CCc1nc2c3ccccc3nc(NCc3ccccc3)n2n1
  7, 18, 2.4, 0.1
74) CN1CCN(n2c(-c3ccc(Cl)cc3)csc2=Nc2ccccc2)CC1
  9, -2, -0.3, -0.1
75) Cc1ccc(-n2c(C)cc(/C=N/NC3CCS(=O)(=O)C3)c2C)cc1 (configuration not stated)
  -1, -1, -1.0, -0.1
76) Cc1cccc2sc(NC(=O)c3sc4ncn(CC(=O)Nc5cccc(C(F)(F)F)c5)c(=O)c4c3C)nc12
  19, 1, -0.8, 0.3
77) C=CCNC(=O)CSc1nnc2c(n1)[nH]c1ccc(Cl)cc12
  -9, 0, -0.4, 0.0
78) CC(C)(C)C(=O)CSc1nc2cc(C(=O)NC3CCCCC3)ccc2c(=O)n1CCc1ccccc1
  11, 1, 0.1, -0.1
